Screening results (PubChem BioAssay)
PvdQ acylase = P. aeruginosa PvdQ acylase inhibition. purified PvdQ acylase, fluorescence plate reader. actives 0.063% (n = 340,000). inhibition, % at 10 µM; in the data active means inhibition above about 30%, passing the limit was not always enough;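 further: 0% = vehicle neutral wells and 100% = reference inhibitor wells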
HTR5A inv ctr = counter-screen for OPRM1-OPRD1 inverse agonists: human HTR5A inverse agonism; actives 0.083% (n = 340,000); HTR5A cell line, luminescence; P47898; AID 504634; inhibition, % at 9.3 µM; in the data active means inhibition mostly above about 23%, no sharp cut-off; inactive means mostly below about 18%;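 further: 0% = cells with DMSO and 100% = no-cell wells with DMSO; some compounds called inactive have numbers as strong as hits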
Target sequence (P47898 whole entry, looked up): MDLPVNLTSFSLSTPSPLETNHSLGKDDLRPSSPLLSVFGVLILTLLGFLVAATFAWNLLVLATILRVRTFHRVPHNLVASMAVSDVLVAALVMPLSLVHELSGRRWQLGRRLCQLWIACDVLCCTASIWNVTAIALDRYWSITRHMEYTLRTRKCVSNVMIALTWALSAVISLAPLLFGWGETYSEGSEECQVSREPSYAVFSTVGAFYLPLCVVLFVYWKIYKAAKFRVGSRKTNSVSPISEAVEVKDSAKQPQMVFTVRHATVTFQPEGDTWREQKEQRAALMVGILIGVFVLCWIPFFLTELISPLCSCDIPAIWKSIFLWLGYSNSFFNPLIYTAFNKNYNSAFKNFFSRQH
NSD2 inh = inhibitors of human histone methyltransferase NSD2; NSD2 peptide methylation, AlphaScreen, 120 min; inhibition, % at 12.5 µM; actives 0.54% (n = 310,000); AID 743445; in the data active means inhibition above about 50%
SR-BI HDL uptake = inhibitors of mouse SR-BI mediated HDL lipid uptake; AID 488896; Q61009; ldlA[mSR-BI] CHO cells, DiI-HDL uptake fluorescence, 3 h; inhibition, % at 12.5 µM; actives 0.96% (n = 320,000);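 active means mean replicate inhibition of at least 70% and a set share of replicates each scoring 70 or more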;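 further: 0% = median of neutral control wells and 100% = median of positive control wells; values of inactives mirror those of a sister screen read the other way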
MITF TRPM1 HTS = MITF TRPM1 promoter activation in melanoma cells | SK-MEL-5 TRPM1-promoter luciferase, 24 h; % of positive control, neutral wells = 0 | activation, % at 12.5 µM | actives 0.75% (n = 300,000);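 active means mean activation of at least 80% with every replicate also reaching 80%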;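 further: 0% = neutral control wells and 100% = parthenolide positive control wells; values of inactives mirror those of a sister screen read the other way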
V-ATPase pHluor = yeast V-ATPase proton transport regulation by pHLuorin | AID 504577 | response, % at 10 µM | actives 0.37% (n = 350,000) | S. cerevisiae, pHLuorin cytosolic pH fluorescence; in the data active means response mostly above about 7.3%, no sharp cut-off; inactive means mostly below about 5.4%; further: actives read high; inactives centre near 0; some compounds called inactive have numbers as strong as hits; reference of the scale not given here
Wnt bcat act = activators of Wnt/beta-catenin signaling | Wnt/beta-catenin reporter cell assay, activator, plate reader | actives 1.2% (n = 300,000) | activation, % at 9.35 µM | AID 743398; in the data active means activation above about 30%, passing the limit was not always enough;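 further: 0% = neutral control wells and 100% = positive control wells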
dFosB act = enhances mouse delta FosB homodimer DNA binding; P13346; purified delta FosB, TAMRA-CDK5 oligo fluorescence polarization; percent of positive-control signal above neutral wells; activation, % at 25 µM; actives 0.99% (n = 340,000); AID 493131;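 active means mean activation above about 17%, with every replicate also reaching it, limit read from the data, passing the limit was not always enough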;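 further: fluorescence polarization rise as delta FosB binds a TAMRA Cdk5 AP-1 oligo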
HTR5A ag = counter-screen for OPRM1-OPRD1 agonists: human HTR5A agonism; P47898; HTR5A agonist assay, luminescence, cell-based; activation, % at 9.3 µM; actives 0.61% (n = 340,000); AID 504692; in the data active means activation mostly above about 9.5%, no sharp cut-off; inactive means mostly below about 7.6%;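 further: 0% = cells with vehicle only and 100% = reference agonist; strong numbers were not always called active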
CDK5 p35 inh = CDK5/p35 (human) kinase inhibition | actives 0.01% (n = 330,000) | Recombinant CDK5/p35, ADP-Glo luminescence, 60 min | AID 488839 | Q00535+Q15078 | inhibition, % at 10 µM;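 active means highest replicate inhibition of at least 50% and at least 75% of replicates reaching 50%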;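 further: plate controls were DMSO neutral control for no effect and GW8510 at 10 µM for full effect; many of its hits are not listed in these tables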
Target sequence (Q00535 whole entry, looked up): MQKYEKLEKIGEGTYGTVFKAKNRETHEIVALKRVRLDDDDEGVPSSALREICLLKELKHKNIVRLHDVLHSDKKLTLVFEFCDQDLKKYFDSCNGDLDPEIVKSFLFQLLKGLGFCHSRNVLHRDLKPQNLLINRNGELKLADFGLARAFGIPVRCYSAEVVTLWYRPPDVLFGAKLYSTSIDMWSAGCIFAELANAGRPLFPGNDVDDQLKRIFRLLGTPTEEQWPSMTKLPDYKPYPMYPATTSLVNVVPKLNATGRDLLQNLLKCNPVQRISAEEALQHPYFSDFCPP
Target sequence (Q15078 whole entry, looked up): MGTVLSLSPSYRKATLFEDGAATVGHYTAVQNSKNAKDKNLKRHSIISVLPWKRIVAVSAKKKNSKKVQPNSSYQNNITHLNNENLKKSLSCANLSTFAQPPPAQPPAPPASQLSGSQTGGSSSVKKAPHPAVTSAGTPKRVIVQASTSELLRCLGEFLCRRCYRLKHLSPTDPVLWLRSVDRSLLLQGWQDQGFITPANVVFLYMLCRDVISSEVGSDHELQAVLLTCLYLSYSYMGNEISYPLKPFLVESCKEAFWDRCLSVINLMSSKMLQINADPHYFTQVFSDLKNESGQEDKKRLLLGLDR
* hit, by the source's call.

Results for COc1ccc(NC(=O)C(=O)NCC(=O)Nc2cc(OC)ccc2OC)cc1 ?
PvdQ acylase: -10; HTR5A inv ctr: 11; NSD2 inh: -1; SR-BI HDL uptake: 24; MITF TRPM1 HTS: -3; V-ATPase pHluor: 7; Wnt bcat act: 0; dFosB act: 4; HTR5A ag: -4; CDK5 p35 inh: 1.5

What do the screens show for `OCc1cnc(SCc2ccccc2)n1Cc1ccccc1`?
PvdQ acylase: -3; HTR5A inv ctr: 3; NSD2 inh: 0; SR-BI HDL uptake: -26; MITF TRPM1 HTS: 9; V-ATPase pHluor: 1; Wnt bcat act: 0; dFosB act: -6; HTR5A ag: -2; CDK5 p35 inh: -5.2

What do the screens show for `COc1ccc(Cl)cc1S(=O)(=O)N1CCN=C1Cc1ccccc1`?
PvdQ acylase: -5; HTR5A inv ctr: -1; NSD2 inh: -1; SR-BI HDL uptake: -11; MITF TRPM1 HTS: -9; V-ATPase pHluor: -2; Wnt bcat act: 1; dFosB act: -4; HTR5A ag: 2; CDK5 p35 inh: -0.5

What do the screens show for `CCCC(=O)OCCNc1cc(Sc2nc3ccccc3[nH]2)c2nonc2c1[N+](=O)[O-]`?
PvdQ acylase: 5; HTR5A inv ctr: 18; NSD2 inh: -1; SR-BI HDL uptake: 20; MITF TRPM1 HTS: 5; V-ATPase pHluor: -4; dFosB act: 16; HTR5A ag: -8; CDK5 p35 inh: 2.9

Results for CC(NC(=O)c1ccco1)c1nc(-c2ccc(C(C)(C)C)cc2)no1 (stereo not drawn) ?
PvdQ acylase: -15; HTR5A inv ctr: 5; NSD2 inh: -3; SR-BI HDL uptake: -14; MITF TRPM1 HTS: 41; V-ATPase pHluor: -1; Wnt bcat act: 1; dFosB act: -9; HTR5A ag: -1; CDK5 p35 inh: -1.2

What do the screens show for `COc1ccc(/C=N\NC(=O)c2ccccc2Br)cc1COc1c(F)c(F)cc(F)c1F`?
PvdQ acylase: 0; HTR5A inv ctr: 7; NSD2 inh: -1; SR-BI HDL uptake: -5; MITF TRPM1 HTS: -19; V-ATPase pHluor: 1; Wnt bcat act: -2; dFosB act: -12; HTR5A ag: -3; CDK5 p35 inh: -3.2

What do the screens show for `C=CCN1C(=O)C2(OCCCO2)c2cccc(C)c21`?
PvdQ acylase: -1; HTR5A inv ctr: 9; NSD2 inh: -2; SR-BI HDL uptake: 7; MITF TRPM1 HTS: -8; V-ATPase pHluor: -1; Wnt bcat act: 0; dFosB act: -1; HTR5A ag: -2; CDK5 p35 inh: -1.3

What do the screens show for `CCN(CC)CCCNC(=O)Cn1cnc2ccc(S(=O)(=O)N3CCC(C)CC3)cc2c1=O`?
PvdQ acylase: 1; HTR5A inv ctr: -12; NSD2 inh: 8; SR-BI HDL uptake: -6; MITF TRPM1 HTS: 2; V-ATPase pHluor: 2; Wnt bcat act: -11; dFosB act: 1; HTR5A ag: 5; CDK5 p35 inh: -0.7

What do the screens show for `O=C(CNS(=O)(=O)c1ccc(Br)cc1)NC1CCCC1`?
PvdQ acylase: -7; HTR5A inv ctr: -2; NSD2 inh: 13; SR-BI HDL uptake: -27; MITF TRPM1 HTS: -3; V-ATPase pHluor: -1; Wnt bcat act: 5; dFosB act: -10; HTR5A ag: 0; CDK5 p35 inh: -0.1

How did O=C(O)Cn1c(=O)c2c3c(sc2n(Cc2ccc(F)cc2)c1=O)CCCC3 do in these assays?
PvdQ acylase: 9; HTR5A inv ctr: -6; NSD2 inh: 7; SR-BI HDL uptake: -25; MITF TRPM1 HTS: 1; V-ATPase pHluor: 5; Wnt bcat act: 1; dFosB act: -3; HTR5A ag: 2; CDK5 p35 inh: 0.7

What do the screens show for `CN(C(=O)c1cccc(NC(=O)Cc2cccc(NC(=O)C3CCN(C(=O)C4CCCCC4)CC3)c2)c1)C1CC1`?
PvdQ acylase: 7; HTR5A inv ctr: 0; SR-BI HDL uptake: 14; MITF TRPM1 HTS: -2; V-ATPase pHluor: -5; Wnt bcat act: -4; dFosB act: -2; HTR5A ag: 0; CDK5 p35 inh: 14

How did CCO[C@@H]1OC(C(=O)N2CCN(Cc3ccc4c(c3)OCO4)CC2)=C[C@H](c2ccc(Br)cc2)[C@H]1CCCO do in these assays?
PvdQ acylase: -11; HTR5A inv ctr: 9; SR-BI HDL uptake: 5; MITF TRPM1 HTS: -3; V-ATPase pHluor: 1; Wnt bcat act: 2; dFosB act: -20; HTR5A ag: -8; CDK5 p35 inh: 1.9

Results for CCCNC(=O)NC1C(NC(=O)NCCC)N(C)C(=O)N1C (stereo not drawn) ?
PvdQ acylase: 14; HTR5A inv ctr: -13; NSD2 inh: -8; SR-BI HDL uptake: -13; MITF TRPM1 HTS: -9; V-ATPase pHluor: -4; dFosB act: 0; HTR5A ag: 3; CDK5 p35 inh: 2.0

How did O=C(O)CCn1c(SCCc2ccccc2)nc2ccccc21 do in these assays?
PvdQ acylase: -1; HTR5A inv ctr: 2; NSD2 inh: -5; V-ATPase pHluor: 3; Wnt bcat act: 3; dFosB act: -3; HTR5A ag: -4; CDK5 p35 inh: -0.2

What do the screens show for `Cc1ccnc(NC(=O)c2ccc(Cl)c(S(=O)(=O)N3CCCCC3)c2)c1`?
PvdQ acylase: -5; HTR5A inv ctr: -23; SR-BI HDL uptake: 6; MITF TRPM1 HTS: 32; V-ATPase pHluor: 4; Wnt bcat act: 21; dFosB act: -11; HTR5A ag: 9; CDK5 p35 inh: 0.7

How did CCn1c(=N)n(CC(O)c2ccccc2)c2ccccc21 (stereo not drawn) do in these assays?
PvdQ acylase: -8; HTR5A inv ctr: -1; NSD2 inh: -1; SR-BI HDL uptake: -19; MITF TRPM1 HTS: 3; V-ATPase pHluor: 28*; dFosB act: -11; HTR5A ag: 0; CDK5 p35 inh: 0.4

What do the screens show for `CC(=O)Nc1sc(C)c(C)c1CN1CCN(S(=O)(=O)c2ccccc2)CC1`?
PvdQ acylase: -14; HTR5A inv ctr: -23; NSD2 inh: 0; SR-BI HDL uptake: 0; MITF TRPM1 HTS: 0; V-ATPase pHluor: -2; Wnt bcat act: -6; dFosB act: -1; HTR5A ag: 9; CDK5 p35 inh: 0.6

Results for O=C(CCC1CCCN(C(=O)c2cc(C3CC3)[nH]n2)C1)N1CCN(c2ccccn2)CC1 (stereo not drawn) ?
PvdQ acylase: -7; HTR5A inv ctr: 0; SR-BI HDL uptake: 2; MITF TRPM1 HTS: 0; V-ATPase pHluor: 2; Wnt bcat act: 1; dFosB act: -4; HTR5A ag: 0; CDK5 p35 inh: 1.6

What do the screens show for `COc1cc(NC(=O)c2ccc3c(c2)OCCO3)ccc1NC(=O)c1ccco1`?
PvdQ acylase: -5; HTR5A inv ctr: 4; NSD2 inh: 1; SR-BI HDL uptake: 46; MITF TRPM1 HTS: 4; V-ATPase pHluor: -1; Wnt bcat act: -3; dFosB act: 2; HTR5A ag: 3; CDK5 p35 inh: -1.2

How did OCCC1CN(Cc2cccn2-c2ncccn2)CCN1Cc1ccccc1 (stereo not drawn) do in these assays?
PvdQ acylase: -2; HTR5A inv ctr: 1; NSD2 inh: 5; SR-BI HDL uptake: -8; MITF TRPM1 HTS: 8; V-ATPase pHluor: -1; Wnt bcat act: -2; dFosB act: -7; HTR5A ag: 0; CDK5 p35 inh: 0.5

How did CCc1nnc(SCC(=O)Nc2ccc(C(C)=O)cc2)nc1CC do in these assays?
PvdQ acylase: -16; HTR5A inv ctr: 1; NSD2 inh: -1; SR-BI HDL uptake: 17; MITF TRPM1 HTS: 7; dFosB act: -12; HTR5A ag: 0; CDK5 p35 inh: 0.5

How did CCCc1nnc(NC(=O)CCC(=O)N2CCN(S(=O)(=O)c3ccc(OC)cc3)CC2)s1 do in these assays?
PvdQ acylase: -16; HTR5A inv ctr: 14; NSD2 inh: -5; SR-BI HDL uptake: 14; MITF TRPM1 HTS: -3; V-ATPase pHluor: 0; Wnt bcat act: 1; dFosB act: -3; HTR5A ag: 4; CDK5 p35 inh: -0.2

What do the screens show for `Nc1nnc(-c2ccccc2)c(-c2ccccc2)n1`?
PvdQ acylase: -5; HTR5A inv ctr: -8; NSD2 inh: -3; SR-BI HDL uptake: 9; MITF TRPM1 HTS: -3; V-ATPase pHluor: -2; Wnt bcat act: -2; dFosB act: -5; HTR5A ag: 6; CDK5 p35 inh: 1.6

Results for O=C(NNc1ccc(F)cc1F)c1c(F)cccc1Cl ?
PvdQ acylase: -19; HTR5A inv ctr: 1; NSD2 inh: -4; SR-BI HDL uptake: -19; V-ATPase pHluor: 0; Wnt bcat act: -4; dFosB act: 6; HTR5A ag: -1; CDK5 p35 inh: -0.2

What do the screens show for `Cc1ccc(S(=O)(=O)N(C)CC(=O)NCCc2c[nH]c3ccccc23)cc1`?
PvdQ acylase: -2; HTR5A inv ctr: -1; NSD2 inh: 3; SR-BI HDL uptake: 3; MITF TRPM1 HTS: -9; V-ATPase pHluor: 5; Wnt bcat act: -3; dFosB act: -12; HTR5A ag: 0; CDK5 p35 inh: 0.7

Results for Cc1cc2c(=O)n(Cc3ccco3)c(SCC(=O)c3ccc(Cl)s3)nc2s1 ?
PvdQ acylase: -2; HTR5A inv ctr: -34; NSD2 inh: 2; SR-BI HDL uptake: 18; MITF TRPM1 HTS: -4; V-ATPase pHluor: -2; dFosB act: -13; HTR5A ag: 1; CDK5 p35 inh: 0.2

Results for C=CCC[C@H](Cc1ccc(F)cc1)C(=O)OC[C@@H](NC(=O)[C@H](CC=C)CC(=O)NCCO)c1ccccc1 ?
PvdQ acylase: -8; HTR5A inv ctr: -3; SR-BI HDL uptake: 15; MITF TRPM1 HTS: -1; V-ATPase pHluor: 1; Wnt bcat act: 4; dFosB act: -14; HTR5A ag: -1; CDK5 p35 inh: -2.0

How did CCC(C)n1c(-c2cccc(S(=O)(=O)N3CCOCC3)c2)n[nH]c1=S (stereo not drawn) do in these assays?
PvdQ acylase: -12; HTR5A inv ctr: -9; NSD2 inh: -1; SR-BI HDL uptake: -6; MITF TRPM1 HTS: -8; V-ATPase pHluor: 0; Wnt bcat act: 1; dFosB act: -2; HTR5A ag: 4; CDK5 p35 inh: 0.3

What do the screens show for `O=C(Nc1ccccc1)/C(=C/c1ccc(F)cc1)NC(=O)c1ccco1`?
PvdQ acylase: -14; HTR5A inv ctr: -19; NSD2 inh: 5; SR-BI HDL uptake: 1; MITF TRPM1 HTS: -5; V-ATPase pHluor: 0; Wnt bcat act: 0; dFosB act: -3; HTR5A ag: 3; CDK5 p35 inh: -0.1

Results for O=C(NCCN1CCCC1)c1ccc2c(c1)N(Cc1ccc(F)cc1)C(=O)c1ccccc1S2=O (stereo not drawn) ?
PvdQ acylase: -1; HTR5A inv ctr: 8; SR-BI HDL uptake: -16; MITF TRPM1 HTS: 2; V-ATPase pHluor: -2; Wnt bcat act: -4; dFosB act: 0; HTR5A ag: 7; CDK5 p35 inh: 0.9

How did NS(=O)(=O)c1ccc(NC(=S)NC(=O)C2CCCCC2)cc1 do in these assays?
PvdQ acylase: -7; HTR5A inv ctr: -3; NSD2 inh: 1; SR-BI HDL uptake: 6; MITF TRPM1 HTS: 3; V-ATPase pHluor: -1; Wnt bcat act: -2; dFosB act: -9; HTR5A ag: -1; CDK5 p35 inh: -0.4

This is a random part of the collection; any-hit rate near 5%.
